Screening data (PubChem)
MLL CXXC-DNA inh: inhibitors of human MLL CXXC domain-DNA interaction. MLL-CXXC / FITC-HOXA9 DNA fluorescence polarization. Potency, µM (highest dose often 115 µM), for the others: top-dose activity change, negative = inhibition, hits mostly inhibitors. actives 0.037% (n = 290,000); active = well fitted inhibition curve with a large enough effect in the polarisation, with a control signal flat, not every such curve was filed as active; inconclusive = small, poorly fitted or top-dose-only effect, or effect the other way, or a change in a side signal; inactive = no such curve, though single readings can be large or run the other way; the % refers to the polarisation; also: potency is read from the fitted curve at half-maximal effect
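Purified MLL-CXXC (added from a 7 uM solution) was preincubated 5 min at ambient with pinned compounds in 50 mM Tris-HCl pH 7.5, 50 mM NaCl, 1 mM DTT, 0.05% BSA. Fluorescein-labeled HOX-A9 DNA (50 nM solution) followed, 30 min, then polarization read.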
GALK inh: inhibitors of human galactokinase; Purified GALK, Kinase-Glo residual ATP luminescence; Potency, µM (series often up to 57.5 µM), for the others: top-dose activity change, negative = inhibition, actives largely listed as inhibitors; actives 0.007% (n = 270,000); also: potency is read from the fitted curve at half-maximal effect; % is scaled to controls: 0 for no effect and ±100 for the full control effect
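GALK at 5 nM final was combined with compound, 35 uM ATP and 100 uM galactose in HEPES pH8.0 with MgCl2 and DTT. The reaction ran one hour at room temperature before luminescent ATP detection.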
TSHR antag: blocks TSH signaling through the human TSH receptor | actives 0.2% (n = 330,000) | TSHR-expressing cells, TSH-stimulated cAMP HTRF, 2 h; hits give low values | activity change, negative = inhibition, % at 11.5 µM | P16473;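 active = activity change below a set negative limit, meaning inhibition stronger than a set level, cut at about -70% in these data; inconclusive = activity change between two set negative limits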; also: % is scaled to controls: 0 for no effect and ±100 for the full control effect
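Read-out is FRET at 665 nm (cryptate excitation 337 nm) from a cryptate-tagged anti-cAMP antibody, competed by cell cAMP against cAMP-d2. Compounds are tested on freshly harvested TSHR cells challenged with 4nM TSH (EC80) for 2 hours at 37 deg C.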
TCR activator: activators of T cell receptors; primary human leukocytes, anti-CD3, IL-2 HTRF, 48 h; AID 504894; Potency, µM (series often up to 9.22 µM), inactives show at the top dose activation of IL-2 secretion, usual class: activators; 330,000 tested, under 10 active; also: % of control where 0% means no effect
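Primary human leukocytes were stimulated with a-CD3 beads plus compounds for 48 hr without co-stimulation; secreted IL-2 was quantified by HTRF using a-IL-2-K (europium cryptate) and a-IL-2-d2, excited at 320nm with acceptor emission read at 665nm.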
KCNH2 WT inh: KCNH2 (human, wildtype) channel inhibition; activity change, % at 1.84 µM; actives 0.37% (n = 340,000); AID 720551; Q12809; U2OS, BacMam KCNH2, thallium flux FluxOr; hits give low values;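 active = maximum activity change below -70%; inconclusive = maximum activity change between -70% and -50%; inactive = maximum activity change above -50%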; also: % is scaled to controls: 0 for no effect and ±100 for the full control effect
Target sequence (Q12809 whole entry, looked up): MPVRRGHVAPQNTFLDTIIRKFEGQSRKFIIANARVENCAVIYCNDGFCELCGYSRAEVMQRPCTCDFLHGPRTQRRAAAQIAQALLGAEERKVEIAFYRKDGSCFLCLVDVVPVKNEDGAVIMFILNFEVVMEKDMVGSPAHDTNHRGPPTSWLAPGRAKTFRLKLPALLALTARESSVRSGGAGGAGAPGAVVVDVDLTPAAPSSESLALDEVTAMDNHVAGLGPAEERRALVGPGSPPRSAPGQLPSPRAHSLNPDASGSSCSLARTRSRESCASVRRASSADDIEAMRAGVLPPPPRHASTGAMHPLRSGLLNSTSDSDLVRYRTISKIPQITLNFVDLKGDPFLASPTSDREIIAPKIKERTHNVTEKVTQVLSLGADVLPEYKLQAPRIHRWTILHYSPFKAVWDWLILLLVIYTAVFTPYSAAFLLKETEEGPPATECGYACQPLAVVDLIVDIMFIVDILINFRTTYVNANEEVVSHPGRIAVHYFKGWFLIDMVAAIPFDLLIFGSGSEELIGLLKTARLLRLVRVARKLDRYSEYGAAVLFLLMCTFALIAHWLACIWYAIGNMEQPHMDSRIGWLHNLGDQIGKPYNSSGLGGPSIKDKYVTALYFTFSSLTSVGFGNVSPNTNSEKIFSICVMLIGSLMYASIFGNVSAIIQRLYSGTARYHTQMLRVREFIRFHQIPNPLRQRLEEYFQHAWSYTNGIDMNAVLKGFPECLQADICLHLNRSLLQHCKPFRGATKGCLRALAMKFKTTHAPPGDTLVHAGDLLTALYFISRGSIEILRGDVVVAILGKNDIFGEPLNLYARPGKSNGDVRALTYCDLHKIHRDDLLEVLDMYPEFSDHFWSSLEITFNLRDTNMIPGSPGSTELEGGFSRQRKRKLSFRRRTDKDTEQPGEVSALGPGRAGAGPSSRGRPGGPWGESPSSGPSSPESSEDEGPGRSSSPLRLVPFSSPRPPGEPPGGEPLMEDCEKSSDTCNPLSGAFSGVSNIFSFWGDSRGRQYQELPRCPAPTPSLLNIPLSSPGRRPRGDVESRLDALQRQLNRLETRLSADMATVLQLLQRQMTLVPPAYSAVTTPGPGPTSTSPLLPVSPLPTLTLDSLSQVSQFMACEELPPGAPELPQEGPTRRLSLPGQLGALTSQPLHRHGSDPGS
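U2OS cells transduced with wild-type KCNH2 virus are loaded with FluxOr dye for 45 min, and thallium flux is measured in kinetic reads before and after stimulation buffer. Rate constants are normalized to DMSO controls.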
Tb PFK inh: blocks T. brucei phosphofructokinase. O15648. T. brucei PFK, ADP-Glo luminescence. Potency, µM (top dose mostly 57.5 µM), for inactives: at the top dose activity, negative = inhibition, most hits filed as inhibitors. actives 0.17% (n = 330,000). AID 485367;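 also: potency is read from the fitted curve at half-maximal effect; 0% = uninhibited 1x PFK enzyme wells and -100% = no-enzyme wells; nearly all actives have a fitted effect of over 60% in size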
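Activity is normalized to no-enzyme wells (full inhibition) and 1.25 nM enzyme wells (no inhibition). Reaction: 0.5 mM F6P, 0.1 mM ATP, 45 min RT, ADP-Glo luminescence; concentration-response curves fitted and classed by quality.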
FBPA coupling cs: coupling enzyme interference in Giardia aldolase counter-screen. activity change, negative = inhibition, % at 58.2 µM, hits read low. coupling enzyme system counterscreen, AmpLite Red fluorescence. actives 0.67% (n = 290,000); in the data active = activity change below about -30%; also: % is scaled to controls: 0 for no effect and ±100 for the full control effect
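Compounds tested against the coupling enzymes alone at 57.5 uM final; readout was AmpLite Red fluorescence (525/598 nm) after 20 min at RT.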
Giardia kill: Giardia lamblia killing | Giardia lamblia trophozoite viability | activity change, % at 7.66 µM, hits read low | actives 0.15% (n = 340,000); in the data active = activity change below about -80%; inconclusive = between about -30% and that limit;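 also: parasites exposed to compound for two days anaerobically before the ATP read; % is scaled to controls: 0 for no effect and ±100 for the full control effect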
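Anaerobic 48 hrs incubation at 37 deg C of 100 trophozoites/well with test compounds; ATPLite 1-Step luminescence, 15-30 min RT, reports cellular ATP as viability.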
A-T KAP1 phos: candidate therapy for ataxia-telangiectasia | […] A-T fibroblasts, KAP-1 phosphorylation AlphaLISA; neocarzinostatin DNA damage 30 min before lysis | Potency, µM (doses to about 57.5 µM), for the others: at the top dose activation, actives largely listed as activators | actives 0.19% (n = 320,000); also: potency is read from the fitted curve at half-maximal effect; % of control where 0% means no effect; nearly all actives have a fitted effect of over 45% in size
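ATM-like activity read as KAP-1 phosphorylation via AlphaLISA donor/acceptor antibody pairs after lysis and 6 hr at 25C. Cells were ATM-null patient fibroblasts ([…], hTERT), dosed 60 min, then exposed to the DSB inducer NCS for 30 min.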
BCR signal inh: inhibitors of chronic active B-cell receptor signaling; ABC-DLBCL IkBa-CBG/CBR reporter, luminescence ratio, 4 h; Potency, µM (highest dose often 46.1 µM), for inactives: at the highest dose ratio change, negative = lower green/red ratio, hits mostly inhibitors; actives 0.05% (n = 340,000); AID 493014; active = well fitted inhibition curve with a large enough effect in the signal ratio, with a control signal flat, not every such curve was filed as active; inconclusive = small, poorly fitted or top-dose-only effect, or effect the other way, or a change in a side signal; the % refers to the signal ratio;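 also: potency is read from the fitted curve at half-maximal effect; plate controls were basal doxycycline-induced cells for no effect and cells given 10 µM MG132 for full effect; MG132 reads +100%, hits lower the ratio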
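TMD8 ABC-DLBCL cells carrying doxycycline-inducible green luciferase fused to IkappaBalpha plus unfused red luciferase were exposed to compounds (up to 46 uM) for 4 hrs at 37C. Activity came from the overlap-corrected green/red luminescence ratio.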
The depositor's hits bear a star; ? = inconclusive; . = not tested or not shown; [ ] = dose if it differs, or a comment. Unless noted, calls follow the shape of the dose curve; as a rule, active = well fitted curve in the direction sought with a large enough effect; inconclusive = small, poorly fitted or top-dose-only effect, or another doubt; inactive = no such curve, though single readings can be large; an effect the other way counts as inactive or inconclusive.

SMILES	MLL CXXC-DNA inh	GALK inh	TSHR antag	TCR activator	KCNH2 WT inh	Tb PFK inh	FBPA coupling cs	Giardia kill	A-T KAP1 phos	BCR signal inh
CCCNC(=O)C1CN(C(=O)c2nn(Cc3ccccc3)c(=O)c3ccccc23)c2ccccc2O1 (stereo not given)	.	.	21	2%	-17	-7%	.	0	0%	0%
CC(OC(=O)C1=Cc2ccccc2OC1)C(=O)NC1CCCC1 (stereo not given)	2%	0%	6	4%	-2	-2%	-2	-14	-6%	-4%
COc1cccc(NC(=S)/C(=C(\[O-])c2ccc(OC(F)F)cc2)[n+]2ccccc2)c1	3%	6%	-2	6%	.	3%	-18	-24	-1%	?
COc1cc2nc(CSc3nc(-c4ccc(F)cc4)cs3)[nH]c(=O)c2cc1OC	3%	-3%	-7	5%[46.1 µM]	-2	-1%	0	11	0%	-2%
COc1ccc(Nc2nnc(SCC3CCCO3)s2)cc1 (stereo not given)	-2%	13%	1	-6%	1	0%	-6	37[activator]	4%	-14%
O=C(O)C1C2CCC(O2)C1C(=O)NCc1ccncc1 (stereo not given)	-2%	-4%	57	-3%	-5	-4%	-2	5	10%	1%
CCc1ccccc1NC(=O)CC(c1ccc(OC)cc1)n1cccc1 (stereo not given)	8%	0%	-7	-1%[46.1 µM]	-8	-1%	0	-8	0%	?
CC(NC(=O)c1ccco1)C(=O)N1CCN(c2ccccc2)CC1 (stereo not given)	0%	0%	-3	1%	-3	1%	.	-2	23%	2%
Nn1c(SCC(=O)Nc2cccnc2Cl)nnc1-c1ccccc1	.	.	2	1%	-9	?	.	-23	-5%	0%
Nc1cc(=O)[nH]c(SCC(=O)N2CCCC2)n1	.	.	36	2%	-5	-3%	.	-2	12%	-1%
Cc1ccccc1NS(=O)(=O)c1ccc2c(c1)NC(=O)CO2	-3%	0%	-5	.	-14	-2%	-2	-7	-1%	13%
CC(=O)OCC1=C(C(=O)O)N2C(=O)C(NC(=O)c3ccc(F)cc3)C2SC1 (stereo not given)	8%	8%	-7	-6%	.	11%	0	10	1%	0%
CCOc1ncccc1C(=O)Nc1cc2c(cc1Br)OCCO2	.	.	-5	.	0	2%	.	4	8%	3%
Cc1ccc(CS(=O)(=O)CCC(=O)NCc2ccccc2Cl)cc1	8%	0%	42	-2%	-1	5%	-5	2	7%	-6%
O=C(CCC(=O)OCC(=O)c1ccccc1)Nc1cccc(Cl)c1	-1%	1%	0	1%[46.1 µM]	-4	-4%	0	14	1%	13%
CCc1ccccc1NC(=O)CNC(=O)CNC(=O)Cc1ccccc1	.	.	-4	4%	0	-1%	.	-15	2%	-1%
O=C(O)c1ccc(NS(=O)(=O)c2ccc3c(c2)OCCCO3)cc1	0%	11%	-5	3%	-6	-4%	8	-9	6%	-1%
Cc1ccc(C(=O)NCc2n[nH]c(=S)n2-c2ccccc2)cc1[N+](=O)[O-]	4%	1%	1	-2%	-10	-3%	3	-5	-7%	-1%
COc1ccc(CNc2cc(C)ccn2)cc1	-1%	4%	20	-7%	-16	-19%	-1	-16	27%	6%
COC(=O)c1ccc(C)c(NC(=O)CCc2ccc(OC)cc2)c1	5%	0%	6	0%[46.1 µM]	-5	-1%	3	14	4%	5%
Cc1ccc(SCn2nnc3ccccc3c2=O)c(C)c1	-2%	13%	-2	8%	6	-2%	-8	12	4%	-6%
CCC1(CC)NC(=O)N(CC(=O)Nc2sc3c(c2C(N)=O)CCC3)C1=O	-4%	-2%	6	-6%	0	-11%	1	4	-6%	?
CCCCc1ccc(NS(=O)(=O)c2c(C)n(C)c(=O)n(C)c2=O)cc1	.	.	18	-4%	-6	0%	1	-25	-10%	3%
Cc1cc(C(=O)N/N=C/c2c[nH]c3ccccc23)c(C)o1	-1%	-1%	8	10%[46.1 µM]	-3	0%	2	15	3%	?
Cc1cccc2c1cnn2C(=O)CCC(=O)N1CCC(C)CC1	-8%	.	13	3%	-1	1%	0	-18	-5%	-1%
CCOC(=O)/C(C#N)=C1/C=CN(Cc2ccccc2)C=N1	-2%	3%	-1	3%	-249*	-5%	2	-12	5%	4%
C/C=C/C(=O)OCC(=O)Nc1ccc(OC)c(Cl)c1	12%	1%	6	-6%[46.1 µM]	3	4%	0	-14	-5%	0%
NC(=O)CC[C@H](NC(=O)c1ccc(F)cc1)C(=O)N1CCN(Cc2ccc3c(c2)OCO3)CC1	.	.	-12	3%	2	1%	.	2	5%	-2%
Cc1cc(-c2ccc(Cl)cc2Cl)c(C#N)c(=O)[nH]1	-3%	.	19	2%	13	0%	-9	-10	24%	0%
O=C(COc1ccc2ccccc2c1)Nc1ccc(Br)cc1C(=O)O	10%	-13%	-17	.	-5	1%	4	-4	2%	?
COc1ccc(Cl)cc1NC(=O)CSc1nnc(C2CC2)n1C	5%	-1%	23	0%	-13	2%	0	-8	1%	7%
Cc1ccc(-n2nc3ccc(N)cc3n2)cc1Cl	-10%	3%	-2	-8%	6	-1%	-2	-14	?	-5%
CCOc1ccc(C(=O)Nc2ccc(CN3CCOCC3)cc2)cc1Br	-2%	2%	4	-5%	3	0%	1	-14	-9%	-2%
Cn1ccsc1=NC(=O)c1cc(S(=O)(=O)N2CCOCC2)ccc1Cl	.	.	-4	-2%	-2	0%	.	4	8%	-4%
COC(=O)c1c(C)oc2ccc(N(C(=O)Oc3ccccc3)S(=O)(=O)c3ccccc3)cc12	10%	2%	2	-2%[46.1 µM]	-9	9%	-3	-10	1%	1%
COc1ccc(CN2CCC(=O)NC2=O)cc1	-2%	1%	8	-3%	-2	1%	2	15	-7%	-21%
COc1ccc(C(=O)NC(C(=O)N2CCc3ccccc32)C(C)C)cc1 (stereo not given)	7%	2%	0	1%[46.1 µM]	5	-3%	4	-6	.	?
CCC1=NN2C(=N)/C(=C\c3cccn3-c3ccc(Cl)cc3)C(=O)N=C2S1	17%	3%	-4	2%	-1	1%	6	20	-5%	?
CCN1CCN(C(=S)c2ccc(OCC(=O)NCc3ccccc3)cc2)CC1	2%	2%	-6	-1%	-3	?	2	11	-4%	?
CCOc1ccc(CCNC(=O)C2CCN(S(=O)(=O)N3CCOCC3)CC2)cc1OCC	6%	-1%	10	0%	6	0%	0	-6	6%	-5%
O=C(Cc1ccccc1)NCc1ccc2c(c1)OCO2	2%	2%	1	6%	3	2%	1	6	.	?
CCOC(=O)c1cc(C)[nH]c(=S)c1C#N	0%	1%	-10	6%	6	-7%	-4	3	-6%	-1%
COc1ccc(/C=C/C(=O)C2CC2)cc1Cn1nc(C)c([N+](=O)[O-])c1C	-4%	9%	-12	-3%	-2	0%	3	0	-6%	-18%
CCc1nn(C(C)C(=O)NCCN2CCCCCC2)c(=O)c2cc3occc3n12 (stereo not given)	-7%	-7%	14	3%	8	6%	-1	0	9%	-4%
C=CCNc1nc2c3ccccc3n(C(C)=O)c2s1	5%	6%	4	4%	15	-9%	-23	-2	-1%	-10%
Cc1ccc(OCC(O)Cn2c(N3CCOCC3)nc3c2c(=O)[nH]c(=O)n3C)cc1 (stereo not given)	1%	1%	-5	-23%	-4	4%	2	0	3%	-15%
CCOC(=O)c1cccc(NC(=O)c2ccc3c(c2)OCO3)c1	-1%	3%	4	-5%	6	2%	1	-5	7%	?
CSc1nc2ccccc2n1Cc1cccc([N+](=O)[O-])c1	?	5%	20	-1%[46.1 µM]	7	-2%	3	3	-1%	-19%
Cc1cc(C)c(C2=NOC3C4CCC(C4)C23)c(C)c1 (stereo not given)	20%	.	?	-5%[46.1 µM]	-22	-2%	0	?	11%	6%
COc1ccc(-c2cn3cc([N+](=O)[O-])ccc3n2)cc1OC	-6%	17%	-5	1%	-3	-1%	-4	?	-1%	-3%
CCOC(=O)c1ccsc1NC(=O)CCS(=O)(=O)c1ccccc1	2%	-4%	-21	-2%	5	?	-5	30[activator]	-6%	?
COc1ccc(NS(=O)(=O)c2cccc(NC(=O)CNC(C)=O)c2)cc1	11%	-2%	2	0%	-1	0%	3	0	?	?
CCCCNC(=O)COC(=O)c1ccc(SC)cc1OC	-3%	0%	11	3%	1	-11%	0	4	-1%	0%
COc1ccc(-c2csc(NC3CCCCC3)n2)c(OC)c1	4%	-3%	3	7%	-9	-2%	2	5	-8%	8%
CCn1cc(C(=O)N2CCN(c3ccccn3)CC2)c(=O)c2cc(S(=O)(=O)N(C)C3CCCCC3)ccc21	2%	7%	1	2%	12	-1%	3	-1	1%	8%
CCOC(=O)CCc1c(C)c2ccc(O)cc2oc1=O	-1%	2%	-8	-1%	33	1%	-39*	13	6%	-3%

Not a hit list, and some 1.6% of all compounds hit somewhere here.
